Assay outcomes as filed in PubChem.
GAA glycogen – qHTS Assay for Inhibitors and Activators of Human alpha-Glucosidase Cleavage of Glycogen; Potency, µM (series often up to 76.4 µM), for the others: top-dose activity change, negative = inhibition, most hits filed as inhibitors; hit rate 0.38% among 300,000; recombinant GAA, glycogen substrate, Amplex Red glucose oxidase fluorescence; Lysosomal alpha-glucosidase (Homo sapiens), P10253; active = well fitted inhibition curve with a large enough effect; inconclusive = small, poorly fitted or top-dose-only effect, or another doubt; inactive = no such curve, though single readings can be large or run the other way;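 note: 0% = full enzyme reaction and -100% = no-enzyme basal signal; the screen sought inhibitors and activators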
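Recombinant enzyme (4 nM final) with compounds titrated up to 77 uM and bovine liver glycogen (30 ug) in citrate pH 5.0, 0.01% Tween-20, 37 C 40 min. Released glucose detected by Amplex Red/glucose oxidase (Ex 573/Em 610); AC50 from Hill fits.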
Active calls of the source: *; ? = inconclusive; [ ] = remark or other dose. Potency is the fitted concentration of half-maximal effect. Not all compounds are listed (hit frequency here may not be typical).

Start of the data: the first four entries, to show the layout:
Structure,GAA glycogen
O=C(NC1CCN(Cc2ccc(F)cc2)CC1)c1ccccc1,-8.3%
CN(/N=C/c1ccc(N(C)C)cc1)C1=NS(=O)(=O)c2ccccc21,-0.6%
Cc1c(C)c2ccc(O)c(CN3CCN(C)CC3)c2oc1=O,-7.1%
N#Cc1ccc(CSc2ccccn2)c(Cl)c1,4.6%[76.3 µM]

Main list, from the start:
Structure,GAA glycogen
O=C(NC1CCN(Cc2ccc(F)cc2)CC1)c1ccccc1,-8.3%
CN(/N=C/c1ccc(N(C)C)cc1)C1=NS(=O)(=O)c2ccccc21,-0.6%
Cc1c(C)c2ccc(O)c(CN3CCN(C)CC3)c2oc1=O,-7.1%
N#Cc1ccc(CSc2ccccn2)c(Cl)c1,4.6%[76.3 µM]
CCOC(=O)C1=C(C)N=c2s/c(=C\c3cccc(OCC(=O)O)c3)c(=O)n2C1c1ccccc1OC (stereo not drawn),5.4%
CCc1nn(CC(=O)N2CCN(CC)CC2)c(=O)c2cccn12,11.3%[76.3 µM]
CSc1ncc(C(=O)NCCCc2ccccc2)c(C)n1,-0.3%
CCCNC(=O)C1CC(=O)N(c2ccc(OCc3ccc(F)cc3)cc2)C1 (stereo not drawn),-11.6%[76.3 µM]
CC(OC(=O)c1ccc(NS(=O)(=O)c2ccc3[nH]c(=O)[nH]c3c2)cc1)C(N)=O (stereo not drawn),-2.8%
COCCNS(=O)(=O)c1cc2[nH]c3c(c2cc1C)C(=O)CC(C)(C)C3,-7.4%
COc1ccc(C/C(N)=N/OC(=O)CCc2ccccc2)cc1,4.0%
COc1ccc(C(=O)Nc2ccccc2C(=O)N2CCCCCC2)cc1,-5.6%
NC(=O)CC(NC(=O)Cc1ccc(Cl)cc1)c1ccc(NC2CC3CCC2C3)c([N+](=O)[O-])c1 (stereo not drawn),-25.3%[76.3 µM]
COc1ccc(NC(=O)COc2ccccc2F)cc1S(=O)(=O)N1CCCCC1,-7.0%[76.3 µM]
CN(CC(=O)Nc1ccccc1C(F)(F)F)C(=O)CCc1nc2sc3c(c2c(=O)[nH]1)CCCC3,-2.5%[76.3 µM]
Cc1nc2ccccn2c1-c1csc(Nc2cccc(C(=O)O)c2)n1,-3.1%
CC(Oc1ccc(C(C)(C)C)cc1)C(=O)NC1CC(C)(C)NC(C)(C)C1 (stereo not drawn),1.9%[76.3 µM]
O=C(NCCCN1CCCCC1)C1CCN(c2ncnc3c2nc2n3CCCCC2)CC1,2.2%[76.3 µM]
O=C(O)c1cc(N=Cc2c(O)c3ccccc3oc2=O)ccc1O,?
N#Cc1ccc(N2CCCNCC2)nc1,-6.1%
O=C(c1ccc([N+](=O)[O-])cc1)c1cc2ccc(O)cc2oc1=O,-1.0%
O=C(Cn1c(NCCCO)nc2ccccc21)c1ccc(F)cc1,5.1%[76.3 µM]
O=[N+]([O-])c1ccc(N2CCN(S(=O)(=O)c3ccccc3)CC2)cc1,0.4%[76.3 µM]
O=c1c2ccccc2[nH]c(=S)n1Cc1ccccc1,13.2%[76.3 µM]
O=C(NC(C(=O)N/N=C/c1cc([N+](=O)[O-])ccc1O)c1n[nH]c(=O)c2ccccc12)c1ccccc1 (stereo not drawn),-0.3%
CCOc1ccc(NC2CCCCC2NS(=O)(=O)c2ccccc2)cc1 (stereo not drawn),-0.5%[76.3 µM]
Cc1ccc(C)c(OCC(O)CNC2CCCC2)c1 (stereo not drawn),3.8%[76.3 µM]
CCC(NC(=O)c1cc(COc2cncc(Cl)c2)on1)c1ccc(C)cc1 (stereo not drawn),-6.7%[76.3 µM]
CN(C)c1ccc(/C=C(\NC(=O)c2ccccc2)C(=O)NCc2ccncc2)cc1,-14.4%[76.3 µM]
CCCNC(=O)CSc1nc(Cc2ccccc2)nc2ccccc12,5.7%[76.3 µM]

Additional compounds follow.
Structure,GAA glycogen
COc1ccc(CCC(=O)NC(C)C2CCCO2)cc1 (stereo not drawn),1.3%[76.3 µM]
O=C(CCNS(=O)(=O)c1ccc(Cl)cc1)N1CCOCC1,-8.9%[76.3 µM]
COc1ccc(-c2cn(Cc3ccc(C(=O)c4ccccc4)cc3)nn2)cc1,-7.6%[76.3 µM]
O=C(CCc1cn(Cc2ccc(F)cc2)c2ccccc12)N1CCOCC1,-10.6%
CCOc1ccc(C(=O)NCCCCNC(=O)c2ccc(OCC)cc2)cc1,-2.3%[76.3 µM]
NC(=O)CSc1nnc2n(N)c(=O)c3ccccc3n12,-27.7%
COc1ccc(C(=O)CN2C(=O)NC3(CCCc4ccccc43)C2=O)c(OC)c1 (stereo not drawn),2.4%[76.3 µM]
O=C(CN1C(=O)NC2(CCOc3ccccc32)C1=O)c1ccc(Br)cc1 (stereo not drawn),0.9%[76.3 µM]
Cc1ccc(S(=O)(=O)n2nc(OC(=O)c3ccccc3C)cc2N)cc1,-9.4%[76.3 µM]
O=C(CNc1cc(S(=O)(=O)N2CCOCC2)ccc1NCC1CCCO1)Nc1ccc(F)c(F)c1 (stereo not drawn),?
Cc1ccc(C(=O)OCC(=O)N(C)c2ccccc2)cc1C,7.8%[76.3 µM]
COc1ccc(OC)c(/C=C/c2nc3ccccc3[nH]c2=O)c1,-1.7%
CCN(CC(=O)Nc1ccc(C(=O)OC)cc1)C1CCCCC1,0.9%
CCCOc1ccc(-c2nc(N3CCN(CC)CC3)c3ccccc3n2)cc1,-2.1%
O=C1CCN(Cc2ccc(Cl)cc2)N1,-0.5%
CCN(CC)c1ccc(C(=O)OCC(=O)N2CCCC2)cc1,-3.2%
O=C(c1ccncc1)N1CCCC(N2CCN(c3ccc(F)cc3)CC2)C1 (stereo not drawn),-5.5%[76.3 µM]
C=CCn1c(C23CC4CC(CC(C4)C2)C3)n[nH]c1=S,-1.0%[76.3 µM]
O=C(CCN1C(=O)/C(=C/c2ccccc2Cl)SC1=S)NN1CCOCC1,-1.4%[76.3 µM]
Cn1c(SCC(=O)NC2CCCCC2)nnc1-c1ccncc1,2.3%
Cc1cccc(C)c1NC(=O)CN(C)C(=O)c1ccc(COc2ccccc2)cc1,0.6%[76.3 µM]
O=C(Nc1ccnn1C1CCN(Cc2ccc3nonc3c2)CC1)c1cccc(F)c1,-2.6%[76.3 µM]
COc1ccc(OC)c(S(=O)(=O)N2CCC(C(=O)N3CCCCCC3)CC2)c1,4.7%
c1coc(C2=NCCc3ccccc32)c1,-0.7%[76.3 µM]
O=C(CCC(=O)N(CC(=O)NC1CCCCC1)Cc1ccccc1)Nc1nccs1,-19.2%
CC1CCCC(C)N1NC(=O)Cc1ccccc1 (stereo not drawn),4.9%
Cc1cc(C)c(S(=O)(=O)c2cccc(C(F)(F)F)c2)c(=O)[nH]1,5.2%
Cc1cc(C)c(C#N)c(N2CCN(c3ccccc3F)CC2)n1,4.8%[76.3 µM]
COc1ccc2[nH]cc(CCNC(=O)Cc3ccc(Br)cc3)c2c1,-19.2%[76.3 µM]
O=C(NC1CCCC1)C1CC(=O)N(c2ccc(F)cc2)C1 (stereo not drawn),2.6%

(list continues)
Structure,GAA glycogen
COc1ccc(C(=O)Nc2ccccc2C(=O)Nc2ccccn2)cc1,-5.6%[76.3 µM]
Cc1ccc(C)c(NC(=O)c2cc(S(=O)(=O)N3CCOCC3)cn2C)c1,16.8%[76.3 µM]
CC(C)c1ccc(NC(=O)CSc2nnc(CN3CCOCC3)n2C)cc1,-4.9%
COC(=O)C1=CN(Cc2ccc(OC)c(OC)c2)C=C(C(=O)OC)C1c1cccc(F)c1,-3.1%[76.3 µM]
COc1cn(-c2ccccc2)nc1C(=O)Nc1ccccc1,-2.9%
O=C(c1ccc(Br)s1)N1CCN(S(=O)(=O)c2ccccc2)CC1,0.4%[76.3 µM]
CC(C)CC(OC(=O)c1nsc(Cl)c1Cl)C(=O)NC1CCCC1 (stereo not drawn),-2.3%
Cc1ccc(-c2nc(Nc3ccc(O)cc3)c3ccccc3n2)cc1,-2.9%
Cn1ccnc1SCc1cccc([N+](=O)[O-])c1,-7.4%
O=C(NCc1ccncc1)c1cccc(S(=O)(=O)NCc2ccccc2)c1,1.0%[76.3 µM]
CC(C)c1ccc(OCC(=O)Nc2ccncc2)cc1,2.7%[76.3 µM]
CC(=O)N1c2ccc(S(=O)(=O)N3CCCC3)cc2CC1C(=O)NC(C)C (stereo not drawn),-3.9%[76.3 µM]
CCCN1CCN(C(=O)C2CCN(c3ncnc4c3nc3n4CCCCC3)CC2)CC1,-0.8%[76.3 µM]
Cc1cc(F)ccc1S(=O)(=O)N1CCCOC1CNC(=O)C(=O)NC1CCCCC1 (stereo not drawn),-0.2%[76.3 µM]
COc1ccc(Cl)cc1NC(=O)CSc1nc(Nc2ccccc2)nc(N2CCOCC2)n1,-12.2%[76.3 µM]
COc1ccc(OC)c(C(=O)NC(CC(N)=O)c2ccc(N3CCC(Cc4ccccc4)CC3)c([N+](=O)[O-])c2)c1 (stereo not drawn),8.2%[76.3 µM]
COc1ccc(C2NC(=O)CCC2[N+](=O)[O-])cc1OC (stereo not drawn),0.7%[76.3 µM]
Nc1nc(C(c2ccccc2)c2ccccc2)cs1,3.2%
COc1ccc(C(C)(C)C)cc1NS(=O)(=O)c1cccc2cccnc12,-14.2%
COc1ccc(CN2CCN(Cc3c[nH]c4ccccc34)CC2CCO)cc1C (stereo not drawn),-14.2%[76.3 µM]
CCN(CC1CCCN(CCc2cccc(F)c2)C1)C(=O)c1ccc(CSC)o1 (stereo not drawn),-12.0%[76.3 µM]
O=C(O)c1ccc(S(=O)(=O)NCC2CCCCC2)cc1,0.7%
CC(C)(C)c1ccc(OCCNCc2ccccc2)cc1,-12.2%[76.3 µM]
Cc1nc2ccccc2c(=O)n1NC(=O)c1ccc(Cl)c(Cl)c1,4.8%
O=C(N/N=C/c1ccco1)C(O)C(O)C(=O)N/N=C/c1ccco1 (stereo not drawn),-0.5%[76.3 µM]
COc1ccc(CCNC(=O)CCC(=O)N2CCOc3ccc(Cl)cc32)cc1OC,-7.1%[76.3 µM]
NC(=O)c1cc(S(=O)(=O)N2CC=C(c3ccccc3)CC2)cs1,-2.4%[76.3 µM]
CC1=Nc2cc(C(=O)NCCCN3CCOCC3)ccc2Sc2c(C)ccc(C)c21,4.1%[76.3 µM]
COc1ccc(CCN=C(N)NS(=O)(=O)c2ccc(C)c(C)c2)cc1OC,3.5%[76.3 µM]
Cc1cccc(CCNC(=O)c2cc(S(=O)(=O)N3CCCC3)cn2C)c1,7.4%[76.3 µM]

Remaining list, next part
Structure,GAA glycogen
O=C(COC(=O)C1C2CC3OC(=O)C1C3C2)Nc1ccc(F)cc1 (stereo not drawn),-3.3%[76.3 µM]
CCN(CC)CCN(C(=O)c1ccc2ccccc2c1)c1nc2cc3c(cc2s1)OCO3,-12.6%[76.3 µM]
CC1CCCN(C(=O)Cn2c3ccccc3c3nc4n(c(=O)c32)CCS4)C1 (stereo not drawn),-0.1%[76.3 µM]
Cc1ccc(/C=C/S(=O)(=O)NCC(=O)OCC(=O)NCc2ccccc2)cc1,-7.4%[76.3 µM]
CCOc1ccc(S(=O)(=O)Nc2cccc(-c3ccc(N4CCCCCC4)nn3)c2)cc1,-21.1%[76.3 µM]
Cc1c(C(C)NC(=O)c2ccc3nc(Cc4ccccc4F)oc3c2)cnn1C (stereo not drawn),0.0%[76.3 µM]
CC(C)CC(NC(=O)C1CCCN1C(=O)[C@@H](C)NC(=O)OCc1ccccc1)C(=O)NCC(N)=O (stereo partly drawn),-7.7%
O=C(Nc1ccc(S(=O)(=O)N2CCCC2)cc1)C1CC(=O)N(c2ccc(F)cc2)C1 (stereo not drawn),1.1%
CCCCN(C)C(=O)C1CCCN(S(=O)(=O)c2ccc3c(c2)oc(=O)n3C)C1 (stereo not drawn),1.1%[76.3 µM]
O=C(NCc1ccccc1)C1CCC(=O)N(CCN2CCOCC2)C1 (stereo not drawn),7.8%[76.3 µM]
COC(=O)c1ccc(N2CCN(C)CC2)c(NC(=O)COc2cccc(C)c2)c1,12.8%
Cc1cc(C)cc(NC(=O)[C@H](Cc2c[nH]c3ccccc23)NC(=O)[C@@H]2Cc3ccccc3CN2)c1,10.7%[76.3 µM]
CCc1ccc(NC(=O)c2cc(S(=O)(=O)N3CCc4ccccc43)cn2C)cc1,-5.8%[76.3 µM]
O=C(O)CC(c1ccc(Br)cc1)N1Cc2ccccc2C1=O (stereo not drawn),-4.0%
O=C(O)c1[nH]c2ccccc2c1C(c1c(F)cccc1Cl)c1c(C(=O)O)[nH]c2ccccc12,0.0%[76.3 µM]
N#C/C(=C\c1ccc(O)cc1)C(=O)NCc1ccccc1,-1.9%
O=C1CCC(=O)N1CC(=O)N1CCCc2ccccc21,-0.2%
O=C(Nc1cccc(C(F)(F)F)c1)c1cccc(NS(=O)(=O)c2ccc(O)c(C(=O)O)c2)c1,-21.0%
O=C(c1ccc(Br)cc1)N1CCN(Cc2ccccc2)CC1,-9.3%[76.3 µM]
CCn1ccc(C(=O)NCCCN2CCCC2=O)n1,4.1%[76.3 µM]
Cc1cc(-c2ccc(C)c(S(=O)(=O)NC(C)Cc3ccco3)c2)on1 (stereo not drawn),-2.5%[76.3 µM]
CCCC(=O)Nc1ccc(-c2cn3cccnc3n2)cc1,-5.6%
